ERAP1 HTS inh: inhibitors of human ERAP1 aminopeptidase | 340,000 compounds, 0.15% hits | recombinant ERAP1, Leu-AMC fluorescence, 60 min | inhibition, % at 10.7 µM;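 active means mean replicate inhibition of at least 30%, or all replicates individually reaching that 30% level; inactive means mean below 30% and not every replicate reaching it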;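 further: 0% = neutral control wells and 100% = L-leucinethiol positive control wells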
Casp6 inh: inhibitors of human caspase-6; P55212; purified caspase-6, Z-VEID-R110 cleavage fluorescence; inhibition, % at 12.5 µM; 350,000 compounds, 0.53% hits; AID 686996;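 active means mean inhibition across replicates at least about 35%, with every replicate also reaching that limit, limit read from the data; inconclusive means only one of the two criteria met; inactive means neither criterion met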;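 further: 0% = median of neutral control wells and 100% = no fluorescence left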
Target sequence (P55212 24-179 limits assumed): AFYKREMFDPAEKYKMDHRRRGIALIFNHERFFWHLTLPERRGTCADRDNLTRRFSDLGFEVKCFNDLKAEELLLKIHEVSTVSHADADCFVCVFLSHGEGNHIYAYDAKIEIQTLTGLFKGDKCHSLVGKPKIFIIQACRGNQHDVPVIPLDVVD
Target sequence (P55212 194-293 limits assumed): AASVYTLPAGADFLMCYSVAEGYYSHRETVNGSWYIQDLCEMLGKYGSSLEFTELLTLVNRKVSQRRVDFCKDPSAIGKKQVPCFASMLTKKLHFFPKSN
SIRT5 inh: blocks human SIRT5 desuccinylation of peptide; Q9NXA8; Purified SirT5, succinyl-peptide AMC, trypsin-coupled fluorescence; inhibition, % at 15 µM; 330,000 compounds, 1.1% hits; AID 652115; in the data active means inhibition above about 15%; inconclusive means no clear call, values can overlap the other calls
Target sequence (Q9NXA8 whole entry, looked up): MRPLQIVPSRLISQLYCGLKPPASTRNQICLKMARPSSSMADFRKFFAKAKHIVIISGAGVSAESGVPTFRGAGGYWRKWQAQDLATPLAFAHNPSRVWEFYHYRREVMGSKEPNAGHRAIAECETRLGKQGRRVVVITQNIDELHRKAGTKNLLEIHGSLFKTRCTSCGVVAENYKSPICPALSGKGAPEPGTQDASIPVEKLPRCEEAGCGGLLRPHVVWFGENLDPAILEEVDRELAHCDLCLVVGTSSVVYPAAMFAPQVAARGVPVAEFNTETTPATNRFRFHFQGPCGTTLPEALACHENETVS
miR-122 sensor: miR-122 inhibition in Huh7 cells | Huh7 miR-122 Renilla luciferase sensor, 48 h; neutral wells = 0, positive control = 100 | activation (reporter increase), % at 12.5 µM | 340,000 compounds, 0.3% hits | AID 602342;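 active means mean replicate activation score at least 90 and every replicate individually at or above 90; inconclusive means only one of the two criteria met; inactive means neither criterion met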;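 further: higher luciferase means less miR-122 activity so hits act as miR-122 inhibitors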
ERp5 block: ERp5 (human) disulfide isomerase inhibition; Q15084; ERp5 insulin aggregation, absorbance 650 nm, 90 min; inhibition, % at 9.99 µM; 350,000 compounds, 0.05% hits; AID 651711;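 active means mean replicate inhibition above about 25%, with every replicate also reaching it, limit read from the data, passing the limit was not always enough; inconclusive means only one of those two criteria met; inactive means neither criterion met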
Target sequence (Q15084 whole entry, looked up): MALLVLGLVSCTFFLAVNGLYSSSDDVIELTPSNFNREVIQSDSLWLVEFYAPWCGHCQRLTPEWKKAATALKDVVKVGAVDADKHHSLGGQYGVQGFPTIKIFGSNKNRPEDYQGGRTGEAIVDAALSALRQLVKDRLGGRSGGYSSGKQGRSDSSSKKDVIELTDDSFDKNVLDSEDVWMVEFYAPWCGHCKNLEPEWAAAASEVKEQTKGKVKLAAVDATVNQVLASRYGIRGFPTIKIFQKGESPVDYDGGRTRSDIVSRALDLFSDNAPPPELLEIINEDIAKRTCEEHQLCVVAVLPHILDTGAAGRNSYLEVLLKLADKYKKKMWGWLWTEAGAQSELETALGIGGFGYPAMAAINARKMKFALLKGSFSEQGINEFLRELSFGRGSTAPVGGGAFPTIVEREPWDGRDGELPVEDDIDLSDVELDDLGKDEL
DENV2 CPE rescue: inhibitors of DENV2 cytopathic effect. CPE inhibition, % at 9.99 µM. 350,000 compounds, 1.7% hits. DENV2-infected cells, cytopathic effect rescue, plate reader; in the data active means CPE inhibition above about 20%, passing the limit was not always enough; inconclusive means no clear call, values can overlap the other calls; tested in BHK-21 cells;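 further: 0% = median of neutral control wells and 100% = median of positive control wells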
CFTR F508del cor: CFTR F508del correction in bronchial cells. CFBE cells, YFP halide quenching; stimulated with forskolin plus potentiator P3; % fluorescence drop versus neutral controls. activity (quench increase), % at 7.58 µM. 350,000 compounds, 0.36% hits;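 active means mean added fluorescence quench of at least 8% versus neutral control, with both replicates also reaching 8%; inconclusive means only one of the mean or replicate conditions met; inactive means mean below 8% and not both replicates reaching 8%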;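 further: cells transiently co-express mutant CFTR-F508del with the halide-sensitive YFP; corrector assay measuring rescue of mutant channel to the surface after 24 h compound exposure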
* = called active by the depositor; ? = inconclusive; . = not tested or not shown; & = joins results of further samples; [ ] = another dose, or the depositor's remark.

SMILES	ERAP1 HTS inh	Casp6 inh	SIRT5 inh	miR-122 sensor	ERp5 block	DENV2 CPE rescue	CFTR F508del cor
C[C@H](CO)N1C[C@H](C)[C@H](CN(C)C(=O)Nc2ccc3c(c2)OCO3)OCc2cnnn2CCCC1=O	1&4	3&-1&2	-1&-1&12	-4&-3[16.7 µM]	-1&0&-1	-4&-2&-7	4.2&-3.7&0.2
O=C1CC(N(Cc2cccs2)C(=O)Nc2ccccc2)C(=O)N1c1ccc(Cl)cc1 (stereo not given)	1	-2	-8	17	8	12	-0.8
O=C1C=C(Nc2ccc(O)cc2)C(=O)c2ccccc21	-4	5	-2	11	-1	5	3.3
CC(C)OC(=O)CSc1nnc(CNc2ccc(Cl)cc2)n1C	1	2	-3	-8	-1	-2	-4.4
CC(C)(C)C(=O)NC1CC2CCCC(C1)N2C(=O)Nc1ccccc1 (stereo not given)	9	0	-2	0	8	-1	-2.2
Cc1ccc(N(CC(=O)N2CCc3ccccc3C2)S(C)(=O)=O)cc1	1	2	-2	-16	1	-6	-1.5
Fc1ccc2nc(-c3ccc(CN4CCC(c5nc6ccccc6[nH]5)CC4)cc3)c(-c3ccccc3)nc2c1	3	-4	8	.	0	.	-0.5
COc1ccc(NC(=O)Nc2cccc3c2O[C@H](CN(C)S(=O)(=O)c2cccs2)[C@@H](C)CN([C@H](C)CO)C3=O)cc1	3&-3	-2&1	3	3[16.7 µM]	3	-3&-11	-2.8&-0.5
Cc1ccc(-c2nc3cc(Br)cnc3nc2-c2ccc(C)cc2)cc1	-3	-1	1	.	-2	-6	2.6
Cc1ccc(-c2nn(-c3ccccc3)cc2C=O)o1	-3	5	-2	0	-2	-3	1.9
C[C@H]1CN([C@@H](C)CO)C(=O)Cc2cc(NC(=O)Cc3ccccc3)ccc2O[C@@H]1CN(C)CC1CCCCC1	-1	1	5	1[16.7 µM]	-5	-9	0.7
CO[C@H]1CC[C@@H]2CCOc3ccc(C#N)cc3C(=O)N(C)C[C@H](OC)[C@@H](C)C(=O)N(C)C[C@H]1O2	-3	3	-4	.	-3	-3	.
O=C(NCCc1ccccc1)c1ccc(Cl)c(S(=O)(=O)N2CCOCC2)c1	5	5	-1	.	-1	-1	-2.1
C[C@H]1CN([C@@H](C)CO)C(=O)Cc2cc(NS(=O)(=O)c3cn(C)cn3)ccc2O[C@H]1CN(C)C	-1	1	-2	-6[16.7 µM]	-3	-2	-0.5
COc1ccc(/C=C/C2=NNC(=O)CC2)cc1	-1	-2	8	.	-3	10	2.1
C[C@@H]1CN([C@@H](C)CO)S(=O)(=O)c2ccc(C3=CCCCC3)cc2O[C@@H]1CN(C)C(=O)c1ccccc1	2	-2	5	-14[16.7 µM]	1	-4	-0.5
CCOc1ccc(N(CC(=O)Nc2ccccc2Cl)S(C)(=O)=O)cc1	0	2	-5	2	-2	8	4.4
COCCCN(C(=S)Nc1cc(Cl)cc(Cl)c1)C(C)c1ccncc1 (stereo not given)	2	2	1	24	6	6	.
O=C(NCc1ccncc1)C(=O)NCC(c1ccco1)N1CCN(c2ccccc2)CC1 (stereo not given)	-1	-2	-3	.	0	-1	0.5
Cc1cc(-c2ccc(F)cc2)n2ncc(-c3ccccc3)c2n1	1	-5	-2	1	-1	-1	-3.8
CO[C@@H]1CN(C)C(=O)c2cc(NC(=O)c3cc(C)on3)ccc2OC[C@@H](C)N(C)C[C@@H]1C	-1	-1	-2	-7[16.7 µM]	6	1	-2.0
O=C1CSc2ccc(C(=O)O)cc2N1	0	0	1	1	4	-5	0.8
CCOC(=O)N1CCN(C(=O)CCc2ccc(S(=O)(=O)NC(C)(C)C)cc2)CC1	-2	0	-2	.	-1	?	-7.0
CC1CCCN(CCCNS(=O)(=O)c2ccc3c(c2)CCN3C(=O)C2CC2)C1 (stereo not given)	1	-6	-4	6	13	-4	-2.3
CCc1ccc(CNC(=O)C(=O)NCC2CCCO2)cc1 (stereo not given)	-1	7	-2	5	-3	.	-1.5
COc1ccc(C)cc1S(=O)(=O)n1ccnc1C	1	1	112*	-2	-2	-5	0.1
CC(C)Sc1nnc(-c2c[nH]c3ccccc23)n1C	4	0	-5	-7	4	-2	5.2
COc1cccc(NC(=O)N(C)C[C@@H]2Oc3cc(C#CC4(O)CCCC4)ccc3S(=O)(=O)N([C@@H](C)CO)C[C@@H]2C)c1	0	3	8	-17[16.7 µM]	2	-2	-2.3
COc1cccc(-c2csc(NC(=O)Nc3ccccc3)n2)c1	-3	10	1	.	1	0	3.2
C[C@H](CO)N1C[C@H](C)[C@H](CN(C)C(=O)Nc2cccc3ccccc23)Oc2ccc(NC(=O)Nc3ccccc3)cc2CC1=O	0	1	6	5[16.7 µM]	1	.	-0.3
N#C[C@@H]1[C@H](c2ccc(C#CC3CCCCC3)cc2)[C@H](CO)N1C(=O)Nc1ccc(F)cc1	0	1	-1	.	3	-12	-0.4
CC1(C)CC(=O)C2=C(C1)OC(N)=C(C#N)C2c1ccoc1 (stereo not given)	-4	-2	.	.	2	10	-1.9
O=C(O)COc1ccc(/C=N/NC(=O)C(O)(c2ccccc2)c2ccccc2)cc1	-1	6	2	-3	4	0	-0.9
CCn1cc(C(=O)N2CC(C)CC(C)C2)c(=O)c2cc(S(=O)(=O)N(C)C)ccc21 (stereo not given)	-3	0	1	18	6	0	-0.6
COc1ccc(NC(=O)Nc2cccc3c2O[C@H](CN(C)C(=O)Nc2ccc(OC)cc2)[C@@H](C)CN([C@H](C)CO)C3=O)cc1	-3&-5	2&0	-2&-2	0	9&1	8&0	0.0&-2.9
CCOC(=O)C1(CCCc2ccccc2)CCN(C(=O)c2ocnc2C)CC1	-1	2	7	-7	1	2	1.9
C[C@@H]1CN([C@@H](C)CO)C(=O)c2cc(NS(=O)(=O)c3cccs3)ccc2O[C@H]1CN(C)S(C)(=O)=O	-2	0	0	-7[16.7 µM]	1	?	0.2
COc1ccc(-c2coc3c(C(=O)NCc4ccccc4)cccc23)c(C)c1	-2	-1	.	6	0	-1	-3.1
C[C@@H]1CN([C@@H](C)CO)C(=O)Cc2cc(NC(=O)C3CCCCC3)ccc2O[C@@H]1CN(C)CC1CCCCC1	2	0	3	7[16.7 µM]	2	17	-0.7
CCOc1ccc(N2C(=O)CC(C(C)c3ccccc3)C2=O)cc1 (stereo not given)	3	0	-1	-1	0	3	0.2
COc1ccc(-c2nc3c(c(SCC(=O)Nc4cccc(O)c4)n2)Cc2c(CO)cnc(C)c2O3)cc1	2	-1	0	-7	-8	-1	2.7
Cc1noc(C)c1S(=O)(=O)Nc1ccc2c(c1)C(=O)N([C@H](C)CO)C[C@@H](C)[C@@H](CN(C)C(=O)Nc1cccc3ccccc13)OCCCC[C@@H](C)O2	3	3	7	-15[16.7 µM]	0	3	0.1
COc1ccccc1-c1ccc2n(c1=O)C[C@H]1[C@H](CO)[C@@H](C(=O)NCc3ccccn3)[C@@H]2N1C	-2	1	-5	.	-1	8	-0.9
C[C@@H]1CN([C@H](C)CO)C(=O)c2cc(NS(C)(=O)=O)ccc2O[C@@H](C)CCCCO[C@H]1CN(C)S(=O)(=O)c1ccc(Cl)cc1	1	-3	-1	-1[16.7 µM]	3	-7	2.6
CCOC(=O)CN1CCC(c2cc(-c3ccc(Cl)cc3)n[nH]2)CC1	-3	1	-3	18	4	3	-1.8
CC(=O)c1ccc(S(=O)(=O)N2CCN(c3ccccc3F)CC2)cc1	0	-1	0	.	9	8	0.0
O=C(C1=NN[C@@H]2C(=O)N(c3cccc(C(F)(F)F)c3)C(=O)[C@H]12)c1cnccn1	.	1	-3	.	0	5	-0.1
CC1CN(CCC(=O)Nc2ccc3c(c2)CCC3)CC(C)O1 (stereo not given)	2	-7	-2	.	-1	.	.
COc1ccc(OC)c(-n2nnnc2SCC(=O)Nc2ccccc2N2CCOCC2)c1	0	3	0	.	0	-1	.
COc1ccc(C/C(N)=N/n2cnnc2)cc1	6	2	-1	0	-5	-2	0.1
CC(CN1CCCCC1)OC(=O)c1ccccc1F (stereo not given)	2	-1	-3	0	1	5	0.5
NCC[C@H]1CC[C@H](NC(=O)Nc2ccc(F)cc2)[C@H](CO)O1	1	0	0	.	6	3	0.7
O=C(N[C@H]1CC[C@@H](CCNC(=O)C2CCCCC2)O[C@@H]1CO)c1ccncc1	-1	0	-1	.	5	24*	1.6
O=C(CCN1C(=O)C2CC=CCC2C1=O)Nc1nc(-c2ccc(F)c(F)c2)cs1 (stereo not given)	-6	5	-4	.	2	-4	2.1
COc1ccc(/C=C/C(=O)NC(=S)N2CCN(c3ccccc3OC)CC2)cc1	1	4	0	.	.	-1	1.6
O=C(NC1CCCCC1)c1nc(-c2c(F)cccc2F)oc1-c1ccccc1	-1	-1	-3	.	7	-6	0.6
COc1ccccc1CCC(=O)N(C)CC(=O)Nc1ccc(F)cc1	3	2	2	7	4	8	-0.6
COC(=O)c1sc(SC)c2c1CC(C)(C)C/C2=N/O	-1	0	0	.	-1	2	0.2
COc1ccc(NC(=O)CN2CCN(C(=O)C3CCCO3)CC2)c(OC)c1 (stereo not given)	-1	-3	1	3	-1	-3	-2.2
O=C(O)CC1C(=O)NCCN1Cc1cccs1 (stereo not given)	5	-4	-2	.	-2	0	0.2
The listing continues:
SMILES	ERAP1 HTS inh	Casp6 inh	SIRT5 inh	miR-122 sensor	ERp5 block	DENV2 CPE rescue	CFTR F508del cor
COc1cc2c(cc1OC)C(C(=O)NC1CC1)C1c3ccccc3CCN1C2=O (stereo not given)	1	1	0	-2	8	2	3.7
CCOCCCNC(=O)C1CCCN(S(=O)(=O)c2ccc(-n3cnnn3)cc2)C1 (stereo not given)	-6	-3	1	-3	5	-1	1.8
O=C1C=C(NC(=O)Nc2ccc(Cl)c(Cl)c2)CCC1	-3	5	2	.	-3	-3	-5.3
COCCNC(=O)Cn1cnc([N+](=O)[O-])n1	2	2	-7	1	5	0	0.8
CCN(C(=O)COC(=O)Cn1c(C)csc1=O)c1c(N)n(Cc2ccccc2)c(=O)[nH]c1=O	0	-2	-1	-9	5	2	-2.4
CC(C)OC(=O)C1Cc2ccccc2CN1S(=O)(=O)c1cccs1 (stereo not given)	-2	7	-5	.	-1	-10	-1.4
COc1ccc(C2(SCC(N)C(=O)O)c3ccccc3-c3ccccc32)cc1 (stereo not given)	1	-2	-4	.	-6	2	-4.8
O=C(Cn1c(=O)c2cccn2c2cccnc21)NCCCN1CCN(c2ccc(F)cc2)CC1	-15	-4	1	.	0	-2	1.7
CC(=O)Nc1ccc(C(=O)OCC(=O)c2ccc(S(=O)(=O)N3CCCCC3)cc2)cc1	2	-2	4	-3	5	-3	1.1
Cc1onc(-c2ccccc2)c1-c1nnc(-c2ccccc2C(F)(F)F)o1	5	2	-4	1	5	3	0.7
O=S(=O)(Nc1cccc(Cl)c1)c1ccc2oc(=S)[nH]c2c1	-1	19	-3	.	-4	.	1.0
CS(=O)(=O)N1CCN(c2ccc([N+](=O)[O-])cc2F)CC1	7	1	0	.	-2	8	2.2
O=[N+]([O-])c1cc(C(F)(F)F)ccc1Sc1ccc2ccccc2n1	2	1	-3	.	1	4	2.8
COc1ccc(N2CCN(C(=O)c3cn(C)c4ccc(S(=O)(=O)N5CCOCC5)cc4c3=O)CC2)cc1	-3	3	-4	1	3	-4	-2.2
CNC[C@@H]1Oc2ccc(NC(=O)Nc3ccccc3)cc2CC(=O)N([C@H](C)CO)C[C@@H]1C	-4	-1	-1	2[16.7 µM]	4	11	-0.3
O=C1CN(C(=O)COC(=O)CCc2ccccc2)c2ccccc2N1	1	0	.	-4	8	-5	-0.7
